Mtb FBA inh: inhibits M. tuberculosis FBA enzyme; purified M. tuberculosis FBA, fluorescence read-out; inhibition, % at 1 µM; 360,000 compounds, 2.3% hits; in the data active = inhibition above about 27%;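 also: 0% = vehicle and 100% = reference inhibitor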
Target sequence (P9WQA3 whole entry, looked up): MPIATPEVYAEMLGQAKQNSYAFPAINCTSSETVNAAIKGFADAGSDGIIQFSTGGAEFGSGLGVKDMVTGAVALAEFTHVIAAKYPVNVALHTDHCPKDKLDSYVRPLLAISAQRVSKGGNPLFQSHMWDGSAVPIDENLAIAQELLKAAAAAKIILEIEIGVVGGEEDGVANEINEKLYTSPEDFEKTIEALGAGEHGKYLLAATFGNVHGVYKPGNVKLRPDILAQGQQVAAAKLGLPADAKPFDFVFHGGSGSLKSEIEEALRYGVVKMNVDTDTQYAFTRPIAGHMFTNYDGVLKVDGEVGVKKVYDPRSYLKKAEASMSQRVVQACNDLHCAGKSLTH
PrPC surface inh: cell surface PrPC inhibition, primary TR-FRET screen. inhibition, % at 13.8 µM. TR-FRET read-out. 370,000 compounds, 0.43% hits. AID 720596; in the data active = inhibition above about 24%; also: 0% = median of the test wells and 100% = reference compound wells
CCHF vOTU inh: blocks the CCHF virus ovarian tumor domain protease; CCHFV vOTU protease, Pep-AMC fluorescence; inhibition, % at 11.5 µM; 370,000 compounds, 0.55% hits; AID 651958; also: 0% = vehicle wells with enzyme and 100% = no enzyme wells
FadD28 binding: M. tuberculosis FadD28 bisubstrate binding inhibition | FadD28 bisubstrate probe binding, fluorescence polarization | inhibition, % at 12.5 µM | 360,000 compounds, 0.22% hits | AID 588549; in the data active = inhibition above about 8.5%, passing the limit was not always enough
UGM FP inh: blocks M. tuberculosis UGM enzyme; inhibition, % at 10 µM; AID 504406; 320,000 compounds, 0.06% hits; purified UGM, fluorescence polarization probe displacement; P9WIQ1; in the data active = inhibition above about 10%, passing the limit was not always enough
Target sequence (P9WIQ1 whole entry, looked up): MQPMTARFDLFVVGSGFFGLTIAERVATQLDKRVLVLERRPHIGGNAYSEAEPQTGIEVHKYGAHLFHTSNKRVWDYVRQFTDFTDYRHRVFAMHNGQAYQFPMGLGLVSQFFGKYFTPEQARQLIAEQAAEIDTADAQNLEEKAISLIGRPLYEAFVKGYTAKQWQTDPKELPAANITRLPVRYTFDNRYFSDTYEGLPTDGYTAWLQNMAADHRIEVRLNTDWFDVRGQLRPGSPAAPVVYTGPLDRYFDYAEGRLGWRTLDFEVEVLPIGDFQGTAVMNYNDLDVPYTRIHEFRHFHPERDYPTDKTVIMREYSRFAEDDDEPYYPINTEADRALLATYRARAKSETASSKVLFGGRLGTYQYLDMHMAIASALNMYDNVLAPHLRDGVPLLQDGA
BoNT-F LC inh: BoNT F light chain protease inhibition; Multiplex microsphere protease cleavage assay, flow cytometry; inhibition, % at 10 µM; 360,000 compounds, 0.22% hits; AID 588497; in the data active = inhibition above about 35%, passing the limit was not always enough; also: plate controls were buffer without enzyme for full effect and enzyme alone for no effect
GDH-TPI counter: GDH-TPI coupled enzyme inhibition counter-screen. inhibition, % at 4.8 µM. AID 588335. GDH-TPI coupled enzyme counterscreen, NADH absorbance. 360,000 compounds, 1.2% hits;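 also: 0% = DMSO wells and 100% = wells lacking the enzyme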
Mtb BioA inh: blocks M. tuberculosis BioA enzyme activity. purified M. tuberculosis BioA enzyme, plate reader. inhibition, % at 9.99 µM. 360,000 compounds, 0.096% hits; in the data active = inhibition above about 40%
BoNT-A LC inh2: blocks Botulinum neurotoxin A light chain protease; multiplex microsphere protease substrate cleavage, flow cytometry; inhibition, % at 10 µM; 360,000 compounds, 0.17% hits; in the data active = inhibition above about 30%; also: plate controls were buffer without enzyme for full effect and enzyme alone for no effect
Numbers without * were called inactive; nt = not tested or not shown; + = active, no number; & = joins results of further samples. Rule as the data show it, unless noted: active = inhibition above about 30%; inactive = the rest. The order is random; any-hit rate near 4.8%.

compound	Mtb FBA inh	PrPC surface inh	CCHF vOTU inh	FadD28 binding	UGM FP inh	BoNT-F LC inh	GDH-TPI counter	Mtb BioA inh	BoNT-A LC inh2
CCOC(=O)C1(CCCc2ccccc2)CCN(C(=O)C2CCCO2)CC1 (configuration not stated)	-1	-9	-4	-1.0	-3.3	-5	-2	4.3	-0.2
O=C(Cn1c(=O)oc2ccccc21)NCc1ccco1	-3	9	11	-1.5	0.1	-38	6	0.2	-1.0
CCOC(=O)Cc1csc(NC(=O)Cc2ccccc2)n1	-2	0	-6	-1.4	-0.7	2	-1	nt	0.3
CCCn1c(N)cc(=O)n(C)c1=O	0	-8	-14	-1.5	2.5	10	-1	nt	2.0
CC(C)CC(NC(=O)C1CCC(C)CC1)C(=O)NCc1ccco1 (configuration not stated)	-1	-7	3	-2.7	0.8	-8	-7	-1.9	0.2
CCNC(=O)C1CCCN1C(=O)C(CCCN=C(N)N)NC(=O)C(CC(C)C)NC(=O)C(Cc1cn(Cc2ccccc2)cn1)NC(=O)C(Cc1ccc(O)cc1)NC(=O)C(CO)NC(=O)C(Cc1c[nH]c2ccccc12)NC(=O)C(Cc1cnc[nH]1)NC(=O)C1CCC(=O)N1 (configuration not stated)	3	nt	nt	-3.4	-0.7	2	7	-1.1	0.4
O=c1cc(O)nc(SCc2ccccc2)n1-c1ccc(F)cc1	1	2	-9	-0.2	1.3	-5	3	0.0	-1.4
COc1ccc(-c2nc(CS(=O)CC(=O)NCCCN3CCOCC3)c(C)o2)cc1OC (configuration not stated)	7	3	0	-2.5	-3.1	-16	-4	0.5	-6.5
C[C@]12CC[C@H]3C(CCC4(O)CC(O)CC[C@]34C=O)C1=CC[C@H]2c1ccc(=O)oc1 (some centres not stated)	-2	6	3	-1.0	2.8	-1	2	12	1.1
Nc1nc2c(ncn2[C@@H]2O[C@H](CNS(=O)(=O)N3CCc4ccccc4C3)[C@@H](O)[C@H]2O)c(=O)[nH]1	-2	1	-1	-0.3	nt	11	nt	-0.6	0.2
CC12CCC(C(=NO)C1=O)C2(C)C (configuration not stated)	-3	2	36*	-3.4	nt	7	3	-0.3	0.1
Cc1cc(NC(=O)c2ccc3c(c2)OCCO3)ccc1NC(=O)c1ccco1	-5	-1	12	-1.6	-0.9	2	2	nt	0.1
Cc1nnc(NC(=O)c2sc3nc(-c4cccs4)cc(C(F)(F)F)c3c2N)s1	33*	-5	-19	9.4*	2.4	26	43*	-0.3	10
O=C(COC(=O)CCN1C(=O)C2CC=CCC2C1=O)Nc1ccc(Cl)cc1F (configuration not stated)	-3	-1	-8	-2.8	-3.3	5	-1	-0.6	2.4
CC(=O)c1c(C)[nH]c(C(=O)N2CCN(C(=O)c3ccco3)CC2)c1C	2	1	5	0.8	-5.4	1	5	-0.9	0.0
CCOc1ccccc1CNCCc1ccc2c(c1)OCO2	1	-10	-12	-3.5	-0.8	28	0	-2.4	-0.5
CC(=O)n1cc([C@@H]2C=C(C(=O)N3CCOCC3)O[C@H](OCc3ccc(CO)cc3)C2)c2ccccc21	-2	-4	-1	-1.0	1.2	0	-1	0.0	-0.5
Cc1ccc(S(=O)(=O)N2C[C@@]3(O)Cn4c(=O)ccc(=O)n4C[C@@]3(OC(=O)NCc3ccccc3F)C2)cc1	nt	-4	0	nt	nt	0	nt	nt	-0.1
COc1ccc(CC(=O)Nc2cccc(-c3nnc(-c4cccc(C)c4)o3)c2)cc1OC	-2	21	16	-3.2	-0.8	8	-4	-0.3	-1.1
O=c1c2sccc2nc(SCc2ccc([N+](=O)[O-])cc2)n1Cc1ccccn1	1	-1	3	0.2	-0.9	-3	4	nt	-0.6
CCCC(C)NC(=O)c1cc(C(=O)OC)cc([N+](=O)[O-])c1 (configuration not stated)	-1	-25	4	0.9	1.8	-4	-4	0.5	0.3
CCCCCCNC(=O)c1cccc(-c2ccc(C)c3ccccc23)n1	1	0	8	1.0	3.3	-7	-5	1.0	0.0
COc1ccc(-c2cn(CCCOCc3ccccc3)nn2)cc1	2	5	6	-1.1	-3.3	-2	5	-0.7	0.4
COc1ccc(Cl)cc1S(=O)(=O)N(C)CC(=O)NCc1ccccn1	-4	0	18	-3.0	-3.6	-4	-1	2.3	-0.6
C/C(N)=C(/C#N)C(=O)COC(=O)C1Cc2ccccc2CN1S(C)(=O)=O (configuration not stated)	1&-3	0&-2	-4&7	-1.4&-1.3	-0.1	10&-1	12&-3	1.2&0.8	0.5&0.5
CCC(c1ccc(C)cc1)N1C(=O)C2C3CCC(O3)C2C1=O (configuration not stated)	2	4	-6	-0.3	-0.6	0	-4	-0.8	1.3
NS(=O)(=O)c1ccc(N2N=C(c3ccccc3)CC2c2cccc(Br)c2)cc1 (configuration not stated)	+	5	-88	-1.5	nt	-12	27	-1.5	-1.1
Cc1cc(C)cc(NC(=O)N2CCCC2C(=O)Nc2ccc(-n3cnnn3)c(C)c2)c1 (configuration not stated)	0	-3	-8	-1.0	-1.8	3	10	0.7	-0.3
COCCN(C(=O)COC(=O)C1COc2ccccc2O1)c1c(N)n(Cc2ccccc2)c(=O)[nH]c1=O (configuration not stated)	0	-5	5	-2.2	-1.1	-6	-9	nt	-2.7
CC(C)c1ccc2occ(-c3nn[nH]n3)c(=O)c2c1	0	9	7	0.5	-0.2	-6	5	nt	-1.2
Cc1ccc(C(=O)NCc2nnc(SCC(=O)Nc3sc4c(c3C#N)CCCC4)n2C)cc1	0	-2	0	-1.0	-1.6	-4	20	-1.3	-0.2
C=CCc1cccc2cc(C(=O)N3CCN(C(=O)c4ccco4)CC3)c(=O)oc12	5	-6	-9	-1.0	-2.3	4	21	0.1	0.1
COc1ccc(/C=N/NC(=O)c2c(C)nnn2-c2nonc2N)cc1OC	-4	-5	4	-2.8	-0.1	2	9	nt	-0.4
NS(=O)(=O)c1ccc(C(=O)Nc2ccc(-c3nc4cccnc4s3)cc2)cc1	19	4	-5	-2.1	2.5	-1	15	-1.9	0.0
CCc1nccn1S(=O)(=O)c1cc(Br)ccc1OC	8	-1	-6	-1.6	0.2	-23	5	-1.5	0.7
COCCN(CC(=O)Nc1cccc(C)c1C)C(=O)c1cc(S(=O)(=O)N2CCCC2)ccc1C	3	-1	-7	0.3	-0.1	6	10	0.0	2.3
Cc1ccc(C(=O)Nc2cc(Cl)ccc2N2CCCCC2)s1	4	-14	5	-2.4	-2.0	-10	-2	nt	0.3
C#Cc1ccc(C(=O)Nc2ccc(N3CCC(C)CC3)c(C(N)=O)c2)cc1	4	20	-4	0.6	2.4	0	4	nt	-0.5
Cc1ccc(-c2nc(CS(=O)CC(=O)NCc3ccccc3)c(C)o2)cc1 (configuration not stated)	4	0	4	-1.4	2.2	-10	8	-2.1	-0.4
OC(CNCCc1ccc(Cl)cc1)COc1ccc2ccccc2c1 (configuration not stated)	5	-9	-1	-3.9	nt	-12	6	1.1	-0.9

Next section
Every second line gives: Mtb FBA inh, PrPC surface inh, CCHF vOTU inh, FadD28 binding, UGM FP inh, BoNT-F LC inh, GDH-TPI counter, Mtb BioA inh, BoNT-A LC inh2
NS(=O)(=O)c1ccc(NC(=O)CN2CCN(S(=O)(=O)c3ccc(F)cc3)CC2)cc1
    1, 4, 5, -4.1, -0.1, -6, -2, -1.3, -1.2
O=C(NC1CCCC1)c1ccccc1-c1ccccc1
    -2, 4, 3, -0.8, -0.4, -3, 4, nt, 0.2
OCCCCC#Cc1c(-c2ccsc2)sc2ccccc12
    1, -5, 9, -9.6, -0.6, -1, 8, -0.6, -0.3
CCCn1c(C(C)Nc2nc(-c3ccc(C)cc3)cs2)nc2ccccc21 (configuration not stated)
    1, -1, 8, 0.7, -2.3, -2, 11, -2.0, -0.9
Cc1cccc(N2CCN(Cc3cnc(Cl)s3)CC2C)c1 (configuration not stated)
    10, -3, -4, -1.9, 0.2, -6, -16, -0.2, -0.4
CCOCCc1nnc(NC(=O)Cc2c(F)cccc2Cl)s1
    1, 2, -17, -0.7, -3.9, 31, 8, -0.3, 3.1
O=C(CNC(=O)c1cccc(N2C(=O)c3ccccc3C2=O)c1)Nc1ccc(F)c(F)c1
    1, -6, 20, -3.7, -0.5, 0, 4, 0.6, -1.3
Cc1c(NC(=O)c2noc3c2CCc2ccccc2-3)c(=O)n(-c2ccccc2)n1C
    0, -9, -1, -2.2, 3.0, -4, 5, 0.1, -1.1
O=C(Nc1ncn[nH]1)c1ccc(Cl)c(S(=O)(=O)Nc2ccc(Cl)cc2)c1
    -1, -5, 5, 1.7, -1.1, 5, 5, nt, 0.8

Ordered by molecular weight (descending): some entries from above
Every second line gives: Mtb FBA inh, PrPC surface inh, CCHF vOTU inh, FadD28 binding, UGM FP inh, BoNT-F LC inh, GDH-TPI counter, Mtb BioA inh, BoNT-A LC inh2
NS(=O)(=O)c1ccc(NC(=O)CN2CCN(S(=O)(=O)c3ccc(F)cc3)CC2)cc1
    1, 4, 5, -4.1, -0.1, -6, -2, -1.3, -1.2
O=C(CNC(=O)c1cccc(N2C(=O)c3ccccc3C2=O)c1)Nc1ccc(F)c(F)c1
    1, -6, 20, -3.7, -0.5, 0, 4, 0.6, -1.3
O=C(Nc1ncn[nH]1)c1ccc(Cl)c(S(=O)(=O)Nc2ccc(Cl)cc2)c1
    -1, -5, 5, 1.7, -1.1, 5, 5, nt, 0.8
CCOCCc1nnc(NC(=O)Cc2c(F)cccc2Cl)s1
    1, 2, -17, -0.7, -3.9, 31, 8, -0.3, 3.1
Cc1cccc(N2CCN(Cc3cnc(Cl)s3)CC2C)c1 (configuration not stated)
    10, -3, -4, -1.9, 0.2, -6, -16, -0.2, -0.4
OCCCCC#Cc1c(-c2ccsc2)sc2ccccc12
    1, -5, 9, -9.6, -0.6, -1, 8, -0.6, -0.3

Screening data deposited in PubChem by several laboratories.
